BRCT inh green: blocks human BRCA1 BRCT binding to phosphopeptide, green readout; P38398; BRCA1 BRCT-phosphopeptide binding, green fluorescence polarization; Potency, µM (top dose mostly 76.9 µM), inactives show at the top dose activity change, negative = inhibition, hits mostly inhibitors; actives 0.05% (n = 75,000);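 further: potency means the concentration at half of the fitted maximal effect; plate controls were peptide without protein for full effect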
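Fluorescence polarization: His-tagged BRCT (~35 kDa BRCA1 C-terminus, 250 nM) bound to 100 nM fluorescein-labeled phosphorylated 10-aa BACH1 peptide, pH 7.3 phosphate buffer with DTT and Tween 20. Compounds incubated 12 min at room temperature; inhibition read as lowered polarization.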
Tau filament bind: tau filament binding | P10636 | recombinant tau filaments, thioflavin S fluorescence, 15 h; filaments grown with octadecylsulfate alongside compound | Potency, µM (top dose mostly 57.1 µM), for inactives: at the top dose activity change, negative = inhibition | actives 2% (n = 71,000);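 further: potency means the concentration at half of the fitted maximal effect; on the % scale 0 is the no-effect control and ±100 the full control effect; actives lower thioflavin S fluorescence by blocking filaments or displacing dye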
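His-tagged recombinant human tau (exons 2, 3 and 10 included), 1 uM, was induced to fibrillize by 30 uM sodium octadecylsulfate with compound present. After 15 h at 37 C, thioflavine S fluorescence (ex 450, em 510 nm) was read.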
ERK AVP inh: inhibitors of vasopressin-stimulated ERK signaling pathway. HEK293-V1b, vasopressin-stimulated pERK AlphaScreen. Potency, µM (series often up to 57.5 µM), inactives show at the highest dose activity, negative = inhibition, most hits filed as inhibitors. actives 0.99% (n = 72,000). AID 995; further: potency means the concentration at half of the fitted maximal effect; on the % scale 0 is the no-effect control and ±100 the full control effect; nearly all actives have a fitted effect of over 55% in size
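HEK293 cells stably expressing V1b receptor, preincubated 30 min at 37 °C with compound, then stimulated 5 min with 25 nM vasopressin. Phospho-ERK by AlphaScreen SureFire after 5 h RT; normalized to DMSO and vasopressin; AC50 by Hill fit.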
CRE-bla Fsk: CRE-bla signaling modulation under forskolin stimulation; AID 662; actives 2.5% (n = 71,000); CHO CRE-bla reporter (cAMP response element driving beta-lactamase), forskolin EC10, beta-lactamase ratio; Potency, µM (doses to about 38.2 µM), for the others: top-dose activity change, negative = inhibition, usual class: activators; active means well fitted activation curve with a large enough effect in the signal ratio, with a control signal flat, not every such curve was filed as active; inconclusive means small, poorly fitted or top-dose-only effect, or effect the other way, or a change in a side signal; the % refers to the signal ratio; further: potency means the concentration at half of the fitted maximal effect; % of control where 0% means no effect
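Reporter-gene assay: CHO cells with beta-lactamase behind cAMP responsive elements, co-treated with compound and EC10 NKH 477 for 3 hours at 37 degrees Celsius. Activity came from the 460/530 nm CCF4 emission ratio.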
A350 fluor: compounds fluorescent in Alexa 350 spectral region | Compound autofluorescence, 340/450 nm, Alexa 350 dye-equivalents; active compounds read high | max dye-equivalent concentration, M | actives 11% (n = 59,000) | AID 590; in the data active means max dye-equivalent concentration above about 10 nM; inconclusive means mostly about 1.1 nM to 9.6 nM
Luciferase inh: firefly luciferase inhibition | actives 2.2% (n = 72,000) | Potency, µM (titrated, usually from 57.1 µM), for inactives: at the top dose activity change, negative = inhibition, hits mostly inhibitors | purified firefly luciferase, luminescence, 8 min; further: potency means the concentration at half of the fitted maximal effect; on the % scale 0 is the no-effect control and ±100 the full control effect; nearly all actives have a fitted effect of over 40% in size
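Compounds were tested as concentration series (qHTS) against purified P. pyralis luciferase with luciferin and 10 uM ATP in 50 mM imidazole pH 7.2, 50 mM KCl, 7 mM MgCl2, 0.01% Tween 20, 0.05% BSA. Luminescence was read after 8 min at ambient temperature.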
USP2a inh: blocks human ubiquitin-specific protease USP2a | O75604 | USP2a enzymatic assay, qHTS inhibition | actives 0.1% (n = 60,000) | Potency, µM (doses to about 38.3 µM), for the others: at the highest dose activity change, negative = inhibition, most hits filed as inhibitors;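 further: potency means the concentration at half of the fitted maximal effect; nearly all actives have a fitted effect of over 60% in size; plate controls were DMSO for no effect and NEM full inhibition control for full effect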
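Inhibition is measured in a cell-free coupled assay with 20 nM USP2 core, 20 nM Ub-PLA2 and 20 uM NBD C6-HPC, 2.5 h incubation. Activity normalized to NEM control.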
BRCT PPI red: disrupts BRCA1 BRCT binding to phosphoprotein, red fluorophore readout. P38398. BRCT-phosphopeptide binding, red fluorescence polarization. Potency, µM (top dose mostly 76.9 µM), for the others: top-dose activity change, negative = inhibition, hits mostly inhibitors. actives 0.03% (n = 75,000). AID 892; further: on the % scale 0 is the no-effect control and ±100 the full control effect
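Rhodamine-labelled pBACH1 10-mer (100 nM) bound to BRCT domain (100 nM) at pH 7.3; compounds incubated 12 min room temperature, polarization read. Free peptide defines full inhibition; unlabelled decapeptide titrated as control.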
HEK293 cAMP ctrl: counter-screen for TSHR agonists: cAMP increase in parental HEK293; parental HEK293 CNG cAMP sensor, membrane potential fluorescence; actives 2.5% (n = 73,000); Potency, µM (series often up to 57.1 µM), without a hit: at the highest dose activation, usual class: activators; AID 938; further: potency means the concentration at half of the fitted maximal effect; % of control where 0% means no effect; nearly all actives have a fitted effect of over 55% in size
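Parental HEK 293 cells stably expressing a cAMP-gated CNG channel were loaded with membrane potential dye containing 100 uM RO 20-1724 for 60 min. Compound added for 30 min; depolarization read as fluorescence intensity at 590 nm.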
Caspase-1 inhib: caspase-1 (human) inhibition, allosteric or competitive | Potency, µM (titrated, usually from 57.5 µM), inactives show top-dose activity change, negative = inhibition, most hits filed as inhibitors | P29466 | actives 0.03% (n = 75,000) | Caspase-1 enzyme, Ac-WEHD-AFC fluorogenic rate;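 further: potency means the concentration at half of the fitted maximal effect; plate controls were vehicle for no effect and no substrate for full effect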
Casp7 inh: caspase-7 (human) inhibition, allosteric or competitive | recombinant caspase-7, Ac-DEVD-AFC fluorescence rate | Potency, µM (doses to about 57.5 µM), inactives show at the highest dose activity change, negative = inhibition, hits mostly inhibitors | actives 0.02% (n = 75,000) | AID 889; active means well fitted inhibition curve with a large enough effect in the main read-out, with a control signal flat, not every such curve was filed as active; inconclusive means small, poorly fitted or top-dose-only effect, or a change in a side signal; further: potency means the concentration at half of the fitted maximal effect; % of control where 0% means no effect
The depositor's hits bear a star; i = inactive; ? = inconclusive; . = no result given; [ ] = another dose, or the depositor's remark. Unless noted, the call rests on the fitted dose curve; in most records, active means well fitted curve in the direction sought with a large enough effect; inconclusive means small, poorly fitted or top-dose-only effect, or another doubt; inactive means no such curve, though single readings can be large; an effect the other way counts as inactive or inconclusive.

cpd | SMILES | BRCT inh green | Tau filament bind | ERK AVP inh | CRE-bla Fsk | A350 fluor | Luciferase inh
1 | Cc1cc(C)nc(Nc2ccc(N3CCCC3)cc2)n1 | -0.4% | 16µM* | ? | -6% | i | ?
2 | CC(C)CN(C(=O)c1ccc(=O)n(C)n1)c1nc2ccccc2s1 | -1.2% | 25µM* | -3% | 4% | i | 1%
3 | O=C(O)c1cccc(CN2C(=O)CSC2=O)c1 | 0.0% | -4% | 13% | -1% | . | 2%
4 | Cc1cc(/C=N/n2cnnc2)c(C)n1-c1ccc2ncccc2c1 | 9.0% | -29%[11.4 µM] | 16µM* | 0.063µM* | . | 8%
5 | O=C(/C=C/c1ccc(O)cc1)c1ccc(O)cc1O | 1.0%[15.4 µM] | . | 11%[11.5 µM] | . | . | .
6 | Cc1nccc2[nH]c(=O)c(C(=O)NC3CCN(Cc4ccccc4)CC3)cc12 | -2.1% | 11% | -2% | -4% | . | 1%
7 | CCOc1ccc(C(C)=O)cc1CSc1nnc(-c2ccoc2C)n1N | -4.1% | -19% | -11% | ? | i | 1%
8 | CCN1CCCC1CNC(=O)c1nn(-c2ccc(C)cc2)c(=O)c2c1c1ccccc1n2C (stereo unspecified) | 2.3% | 35% | -19% | 3% | ? | 2%
9 | CCOC(=O)N1CCc2c(sc3c2C(=O)NC(c2ccccc2)N3)C1 (stereo unspecified) | 0.9% | 65% | ? | 8% | 1.5e-08M* | -13%
10 | CCCCCOC(=O)C1[C@H]2C(=O)N(CCCOC)C[C@]23C=C[C@H]1O3 (stereo partly specified) | -1.0% | -26% | -5% | 1% | i | -4%
11 | CCOCCCNC(=O)C(c1ccc(OC)cc1)N(Cc1ccc2c(c1)OCO2)C(=O)CNC(C)=O (stereo unspecified) | -1.6% | 4% | 33%[activator] | -16% | i | 0%
12 | OCCNCC(O)Cn1ccc2ccccc21 (stereo unspecified) | -1.6% | -4% | 11% | -1% | i | 2%

cpd | USP2a inh | BRCT PPI red | HEK293 cAMP ctrl | Caspase-1 inhib | Casp7 inh
1 | 7% | 0.5% | 2% | 0% | 1%
2 | 7% | 0.6% | 23% | -1% | -3%
3 | -5% | 0.6% | -7% | -1% | -1%
4 | 25%[7.66 µM] | -0.1% | 4µM* | -2% | -1%
5 | -9% | 1.0%[15.4 µM] | -11%[11.4 µM] | -3%[11.5 µM] | 0%[11.5 µM]
6 | . | 0.4% | 2% | 1% | 0%
7 | 24% | 1.5% | 30% | 0% | -5%
8 | 25% | 1.2% | -38%[inhibitor] | -1% | 0%
9 | 8% | -1.5% | ? | -15% | -12%
10 | 22% | -0.7% | 5% | 0% | 0%
11 | 8% | 0.6% | 3% | 1% | 1%
12 | -1% | -2.3% | ? | 0% | -1%

cpd | SMILES | BRCT inh green | Tau filament bind | ERK AVP inh | CRE-bla Fsk | A350 fluor | Luciferase inh
13 | CN(C)c1ccc(CN2CCCC(O)C2)cc1 (stereo unspecified) | -0.9% | 2%[11.4 µM] | -14% | ? | . | 4%
14 | Cc1cccc(C(CC(=O)N2CCCC2)c2ccccc2)c1O (stereo unspecified) | -1.2% | -3% | -2% | 3% | i | 2%
15 | COCCn1nnnc1CN1CCOCC1 | 0.4% | 7% | 6% | 0% | i | 6%
16 | COc1ccc(-c2ccc(=O)n(CC(=O)Nc3cccc(O)c3)n2)cc1OC | -0.3% | -7% | -15% | ? | i | 1%
17 | O=C(Sc1nnnn1C1CCCCC1)c1cccs1 | -2.1% | -6% | -19% | -7% | i | 2%
18 | O=C(OCCN1C(=O)c2ccccc2C1=O)c1cccc(OC(F)F)c1 | -2.2% | -19% | 4% | ? | i | 2%

cpd | USP2a inh | BRCT PPI red | HEK293 cAMP ctrl | Caspase-1 inhib | Casp7 inh
13 | 0%[7.66 µM] | -0.8% | 2%[11.4 µM] | -2% | 0%
14 | 4% | -1.8% | 5% | 1% | -2%
15 | -24% | 1.0% | 0% | 3% | 1%
16 | 182%[activator] | 1.3% | -1% | -2% | -1%
17 | -3% | -1.2% | 3% | 2% | 1%
18 | 4% | -1.2% | 24% | 1% | -4%

Among those listed so far, eight have four or more nitrogen atoms.
cpd | SMILES | BRCT inh green | Tau filament bind | ERK AVP inh | CRE-bla Fsk | A350 fluor | Luciferase inh
1 | Cc1cc(C)nc(Nc2ccc(N3CCCC3)cc2)n1 | -0.4% | 16µM* | ? | -6% | i | ?
2 | CC(C)CN(C(=O)c1ccc(=O)n(C)n1)c1nc2ccccc2s1 | -1.2% | 25µM* | -3% | 4% | i | 1%
4 | Cc1cc(/C=N/n2cnnc2)c(C)n1-c1ccc2ncccc2c1 | 9.0% | -29%[11.4 µM] | 16µM* | 0.063µM* | . | 8%
6 | Cc1nccc2[nH]c(=O)c(C(=O)NC3CCN(Cc4ccccc4)CC3)cc12 | -2.1% | 11% | -2% | -4% | . | 1%
7 | CCOc1ccc(C(C)=O)cc1CSc1nnc(-c2ccoc2C)n1N | -4.1% | -19% | -11% | ? | i | 1%
8 | CCN1CCCC1CNC(=O)c1nn(-c2ccc(C)cc2)c(=O)c2c1c1ccccc1n2C (stereo unspecified) | 2.3% | 35% | -19% | 3% | ? | 2%
15 | COCCn1nnnc1CN1CCOCC1 | 0.4% | 7% | 6% | 0% | i | 6%
17 | O=C(Sc1nnnn1C1CCCCC1)c1cccs1 | -2.1% | -6% | -19% | -7% | i | 2%

cpd | USP2a inh | BRCT PPI red | HEK293 cAMP ctrl | Caspase-1 inhib | Casp7 inh
1 | 7% | 0.5% | 2% | 0% | 1%
2 | 7% | 0.6% | 23% | -1% | -3%
4 | 25%[7.66 µM] | -0.1% | 4µM* | -2% | -1%
6 | . | 0.4% | 2% | 1% | 0%
7 | 24% | 1.5% | 30% | 0% | -5%
8 | 25% | 1.2% | -38%[inhibitor] | -1% | 0%
15 | -24% | 1.0% | 0% | 3% | 1%
17 | -3% | -1.2% | 3% | 2% | 1%
